Screening data from PubChem.
Bim-Bcl-2 – human Bim-Bcl-2 interaction inhibition | P10415 | Bead-based flow cytometry, Bim peptide-Bcl-2 binding | inhibition, % at 10 µM | 190,000 compounds, 0.06% hits; in the data active = inhibition above about 40%; inconclusive = no clear call, values can overlap the other calls;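 also: 0% = no compound wells with probe peptide and 100% = reference peptide inhibitor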
Target sequence (P10415 whole entry, looked up): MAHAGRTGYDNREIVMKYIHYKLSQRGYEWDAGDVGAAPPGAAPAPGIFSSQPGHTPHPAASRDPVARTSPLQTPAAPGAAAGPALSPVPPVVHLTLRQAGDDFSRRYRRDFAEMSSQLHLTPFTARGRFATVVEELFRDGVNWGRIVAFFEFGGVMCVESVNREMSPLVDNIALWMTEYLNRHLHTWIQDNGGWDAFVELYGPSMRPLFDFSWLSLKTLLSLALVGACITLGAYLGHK
Bcl-W Bim block – disrupts Bim peptide binding to human Bcl-W; Q92843; bead-based flow cytometry; inhibition, % at 10 µM; 190,000 compounds, 0.02% hits; AID 952;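 also: 0% = bound tracer without compound and 100% = peptide blocker; higher means less fluorescent Bim peptide bound to Bcl-W beads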
Target sequence (Q92843 whole entry, looked up): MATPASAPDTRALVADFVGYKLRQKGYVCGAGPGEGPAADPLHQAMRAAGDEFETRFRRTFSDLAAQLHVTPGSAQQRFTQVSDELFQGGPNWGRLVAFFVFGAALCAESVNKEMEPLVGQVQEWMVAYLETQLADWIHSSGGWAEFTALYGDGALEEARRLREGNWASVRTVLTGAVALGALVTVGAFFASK
Bim-Mcl-1 – disrupts Bim peptide binding to human Mcl-1; Q07820; Bead-based flow cytometry, Bim peptide-Mcl-1 binding; inhibition, % at 10 µM; 190,000 compounds, 0.1% hits; AID 1009;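 also: 0% = no compound tracer wells and 100% = peptide blocker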
Target sequence (Q07820 whole entry, looked up): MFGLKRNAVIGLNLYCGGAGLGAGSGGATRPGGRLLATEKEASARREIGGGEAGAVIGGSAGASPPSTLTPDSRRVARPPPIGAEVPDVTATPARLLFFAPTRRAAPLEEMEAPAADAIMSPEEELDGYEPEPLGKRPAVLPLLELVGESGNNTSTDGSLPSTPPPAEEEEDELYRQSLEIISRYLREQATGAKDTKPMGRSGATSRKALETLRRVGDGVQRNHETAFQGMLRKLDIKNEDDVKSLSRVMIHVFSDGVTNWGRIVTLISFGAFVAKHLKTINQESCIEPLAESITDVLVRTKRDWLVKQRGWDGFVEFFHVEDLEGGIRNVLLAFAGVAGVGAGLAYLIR
Mcl1 Bid PPI – Mcl-1/Bid interaction inhibition; Q07820; 220,000 compounds, 0.97% hits; TR-FRET Mcl-1/Bid-Dy647 peptide binding, 1536-well; AID 1021; inhibition, % at 21.7 µM;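 active = compounds that cut the binding signal by more than half at the single screening dose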;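 also: His-tagged Mcl-1 with europium anti-His antibody binding Bid BH3 peptide; 0% = Mcl-1 plus peptide wells and 100% = peptide-only wells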
Bfl-1 Bim block – human Bim-Bfl-1 interaction inhibition. Q16548. Bead-based flow cytometry, Bim-Bfl-1 binding inhibition. inhibition, % at 10 µM. 190,000 compounds, 0.12% hits;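 also: 0% = wells without compound plus tracer and 100% = blocker peptide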
RGS7-Gao – human RGS7-Galphao interaction regulation; Multiplexed bead flow cytometry, RGS7-Galphao binding; actives lie on both sides; 220,000 compounds, 0.35% hits; P09471; binding response (% of control), % at 10 µM; in the data active = binding response below about 49% or above about 150%; inconclusive = no clear call, values can overlap the other calls; inactive = in between;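 also: fluorescent Galphao held in activated GDP-AlF4 state binding bead-coupled RGS7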
RGS8-Gao reg – human RGS8-Galphao interaction regulation; AID 1423; response (percent of control binding), % at 10 µM; multiplexed bead flow cytometry, RGS8-Galphao binding; actives lie on both sides; P09471; 220,000 compounds, 0.34% hits; in the data active = response below about 60% or above about 140%; inactive = in between;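 also: Galphao activated as the GDP aluminium fluoride complex binding bead-coupled RGS8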
Bim-Bcl-XL – human Bim-Bcl-XL interaction inhibition; 190,000 compounds, 0.04% hits; Bim peptide-Bcl-XL binding, bead flow cytometry, fluorescence; Q07817; inhibition, % at 10 µM
Target sequence (Q07817 whole entry, looked up): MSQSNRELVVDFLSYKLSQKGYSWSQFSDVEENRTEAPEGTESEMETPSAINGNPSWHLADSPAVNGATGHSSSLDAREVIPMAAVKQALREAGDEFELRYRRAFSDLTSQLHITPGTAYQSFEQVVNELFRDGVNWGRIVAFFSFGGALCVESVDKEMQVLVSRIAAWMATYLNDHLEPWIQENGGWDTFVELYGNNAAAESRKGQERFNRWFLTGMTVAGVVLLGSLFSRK
Bcl-B Bim block – human Bim-Bcl-B interaction inhibition. bead-based flow cytometry, Bim peptide-Bcl-B binding. Q9HD36. inhibition, % at 10 µM. 190,000 compounds, 0.073% hits;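 also: 0% = tracer peptide without compound and 100% = reference inhibitor peptide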
GSH bead fluor – compound fluoresces at 488/530 nm on GSH beads; 190,000 compounds, 0.25% hits; GSH beads flow cytometry, compound fluorescence 488/530 nm; stronger effect = higher value; fluorescence (KMESF) at 10 µM; in the data active = fluorescence above about 89;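 also: glutathione beads carrying GST-tagged Bcl family fusion proteins plus one bare bead set; values are compound well signal with DMSO vehicle wells as background; inactives centre near 16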
RGS4-Gao reg – modulates binding of RGS4 to human Galphao; P09471; Multiplexed bead flow cytometry; actives lie on both sides; binding response (% of control), % at 10 µM; 220,000 compounds, 0.33% hits; AID 1415; in the data active = binding response below about 49% or above about 150%; inactive = in between;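 also: fluorescent Galphao activated with aluminum fluoride binding bead-coupled RGS4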
Starred values were filed as active, the others as inactive; ? = inconclusive; . = not tested or not shown. Rule as the data show it, unless noted: active = inhibition above about 40%.

SMILES	Bim-Bcl-2	Bcl-W Bim block	Bim-Mcl-1	Mcl1 Bid PPI	Bfl-1 Bim block	RGS7-Gao	RGS8-Gao reg	Bim-Bcl-XL	Bcl-B Bim block	GSH bead fluor	RGS4-Gao reg
CC(C)(C)NC(=O)CSc1nc(O)cc(=O)n1-c1ccccc1F	6	1	-4	-56	2	85	85	0	0	5	83
CCOC(=O)c1c(C)nc(SC)c(C#N)c1-c1ccccc1	0	3	-2	10	3	106	109	3	1	9	103
COc1ccc2c(c1)c(C(=O)CN1CCC(C(N)=O)CC1)c(C)n2C	0	-1	-2	-35	0	103	100	-4	0	9	99
COc1ccc(NC2CC(=O)N(c3ccc(C(=O)O)cc3)C2=O)cc1 (stereo not drawn)	1	3	0	-38	0	105	106	0	0	11	109
COc1ccc(C(=O)NCCNc2ccc([N+](=O)[O-])cc2)cc1	0	1	1	-17	0	106	101	-1	-4	20	101
COc1ccc(/C=C2\SC(=O)N=C2N)cc1	-8	-3	-4	-14	-13	101	103	-5	-6	11	100
COC(=O)CS(=O)(=O)c1ccsc1C(=O)Nc1ccc(F)c(F)c1	-2	0	-1	-5	-11	103	103	-3	-7	11	102
CCCOc1ccc(Br)cc1CSC(=N)N	-2	-7	-4	13	-12	101	102	-5	-7	20	96
Cc1ccc(N2C(=O)N(Cc3ccccc3C)c3ccccc3S2(=O)=O)cc1	-3	-4	-4	10	-1	83	69	-3	-2	7	83
CCNc1ccc(S(=O)(=O)N(C)C)cc1NCC(=O)Nc1c(F)cccc1F	-9	-6	-3	-58	-15	98	98	-10	-10	18	101
Cc1ccc(OCC(O)Cn2nc(C)cc2C)cc1 (stereo not drawn)	1	2	1	5	1	109	108	-1	1	10	103
CC(C)C(C)NC(=O)COc1ccc([N+](=O)[O-])cc1Cl (stereo not drawn)	-6	-6	-3	9	-3	100	100	-4	-3	25	99
COc1cc(C2C(C#N)=C(N)Oc3n[nH]c(-c4ccccn4)c32)cc(OC)c1OC (stereo not drawn)	-11	3	-6	-3	-9	101	103	-4	-10	56	107
CCOP(=O)(OCC)c1nc(-c2ccccc2Cl)oc1N1CCOCC1	-1	-5	0	-5	-3	98	100	-3	-5	10	100
CC(=O)Nc1cc(C(=O)N2CCCC2)ccc1S(=O)(=O)c1ccc(C)cc1	-3	4	3	8	-8	107	106	-1	-5	15	104
Cc1csc(SCC(=O)N(C)CC(=O)Nc2ccc(F)cc2)n1	10	10	7	-11	13	?	101	12	12	11	102
OCc1cc(C(O)CNCCCCCCOCCCCc2ccccc2)ccc1O (stereo not drawn)	-3	0	-1	-7	0	91	100	0	-2	63	95
CCn1c(C)cc(=S)c2ccccc21	0	-2	0	14	0	101	94	-10	-1	43	94
O=C(NCCCN1CCOCC1)c1sc2ccccc2c1Cl	-2	0	0	-20	-5	99	103	-1	0	25	101
O=C(Nc1cccc(F)c1)NC1CCCCC1	0	0	0	-8	0	100	98	-3	0	17	99
COCCNCCCOc1ccc(Br)cc1Cl	-3	-1	-3	7	-1	102	106	-5	-7	13	103
O=C(N1CCCC1)C12CC3CC(CC(C3)C1)C2	4	0	4	-14	3	100	99	0	0	19	100
O=C(Nc1ccccc1N1CCN(c2ccccc2)CC1)c1cccc(F)c1	-3	-1	3	-29	-4	102	102	-3	-1	16	103
COc1cc(OC)nc(NC(=S)NC(=O)c2ccccc2)n1	-5	-7	-3	5	-5	97	92	-9	-9	22	97
Cc1ccc(-c2nc(N3CCOCC3)sc2C(=O)N2CCCCC2)cc1	4	-1	-3	98*	4	94	93	-4	6	10	100
Cc1ccc2nc(NC(=O)C3CCN(S(=O)(=O)c4cccnc4)CC3)sc2c1	-10	0	-1	-16	-14	112	112	-3	-6	24	111
CCc1ccc(S(=O)(=O)NCCc2csc(C)n2)s1	-1	0	1	-39	-4	95	101	0	-1	9	100
N/C(Cc1ccc(Cl)cc1Cl)=N\OC(=O)Cc1cccs1	4	1	2	-13	0	105	102	-2	0	7	103
O=C(Nc1ccc2c(c1)OCO2)c1ccc(Br)c(S(=O)(=O)N2CCCC2)c1	-4	-1	0	-3	-22	97	99	-5	-5	20	98
CCOC(=O)CNC(=O)c1ccc2c(c1)OCCO2	-8	-1	0	-7	-13	88	94	-11	-3	37	88
CC(NC(=O)COC(=O)c1ccc2c(c1)S(=O)(=O)N=C1CCCCCN12)C12CC3CC(CC(C3)C1)C2 (stereo not drawn)	-5	-5	-1	-5	-5	96	100	-5	-10	11	103
O=C(OCC(=O)N1CCCC1)c1ccco1	-4	2	2	-24	-13	101	100	3	-7	28	103
Cc1ccc(Cl)cc1NC(=O)Cn1cc(C(F)(F)F)cc(Cl)c1=O	-4	-2	-2	-10	-15	100	100	-2	-7	10	98
CC(C)Oc1ccccc1-c1nc(SCC(=O)O)n[nH]1	-10	0	0	-11	-14	98	104	-4	-6	35	103
COc1ccc(NC(=O)C2CC(=O)N(c3cc(C)ccc3C)C2)cc1 (stereo not drawn)	-11	-4	-1	-20	-14	104	102	-4	-7	31	102
Cc1cccc(NC(=O)CN2NS(=O)(=O)c3ccccc3C2=O)c1	-6	1	0	-2	-10	101	101	-2	-3	11	100
COc1ccc(NC(=O)c2csc(Cc3ccc(Cl)cc3)n2)cc1	-3	-1	0	-7	-4	104	102	0	-1	13	105
COc1ccc(N2CC(C(=O)N/N=C/c3ccccc3)CC2=O)cc1 (stereo not drawn)	-2	-1	-1	-3	-6	93	99	1	-4	26	101
Cc1nn(CC(=O)NC(C)C)c(C)c1[N+](=O)[O-]	-1	0	0	-26	-6	100	101	-1	-1	24	101
COc1ccc(C)cc1NC(=O)CN(c1ccc(C)cc1)S(C)(=O)=O	-2	-3	-2	-12	-5	100	100	-2	-6	9	105
COc1cccc(C(=O)COC(=O)c2ccc(NC(C)=O)cc2)c1	-1	-3	-2	-31	0	104	94	-4	-5	4	102
O=C(NCCc1ccccc1)C(=O)NCC1OCCN1S(=O)(=O)c1ccc([N+](=O)[O-])cc1 (stereo not drawn)	1	-2	0	-31	8	?	100	0	1	13	99
Cc1ccc(NC(=O)COC(=O)c2ccc3c(c2)C(=O)N(CCc2ccccc2)C3=O)c(C)c1	-5	-12	-24	-21	-3	95	101	-14	-13	17	98
CS(=O)(=O)N(CC(=O)Nc1ccccc1-c1ccccc1)c1cccc(F)c1	1	-1	1	11	-4	100	103	0	-3	13	101
CCC(C(=O)OCC(=O)Nc1ccc(C(N)=O)cc1)c1ccccc1 (stereo not drawn)	-1	1	-1	-12	-2	?	103	-1	0	13	103
O=S(=O)(c1ccc(Cl)cc1)N1CCN(C2CCCCCC2)CC1	-1	0	0	-10	0	102	99	0	0	32	103
Cc1ccc(C(=O)NCCc2sc(C)nc2C)cc1	-3	-4	-5	8	-6	102	101	-10	-8	19	103
O=C(CCc1nc2ccccc2[nH]1)NC1CCCCC1	-7	-2	-1	1	-8	98	98	-3	-6	16	96
O=C(/C=C/c1ccc[nH]1)c1ccccc1	0	-2	-2	-30	-2	103	102	-2	-7	15	104
CC(NS(=O)(=O)/C=C/c1ccccc1)C(=O)O (stereo not drawn)	0	0	4	-31	-2	112	105	0	-2	18	108
NS(=O)(=O)c1ccc(CCNC(=O)CN2CCN(c3ccc(F)cc3)CC2)cc1	-7	-4	-3	-47	-16	100	102	-8	-10	13	100
O=C(Cc1ccccc1)Nc1cc(Cl)ccc1Sc1ccccc1	-3	-2	-2	-11	0	99	99	-1	-5	6	99
COc1ccccc1-n1c(-c2cn(C)nc2C)n[nH]c1=S	0	1	-3	-20	2	96	66	-2	-9	6	93
Cc1cc(SCC(=O)c2ccccc2)n2nc(C)nc2n1	-2	-2	-2	-13	-6	96	100	-10	-8	15	96
CC1CCN(S(=O)(=O)c2cccc(C(=O)NCc3ccco3)c2)CC1	?	.	.	-4	.	99	100	.	.	159*	96
COc1ccc(C2=CC(=O)CC(c3ccccc3)C2)cc1 (stereo not drawn)	-1	0	0	-16	-4	?	101	1	0	10	102
O=S(=O)(NCC1CCCO1)c1ccc(Br)s1 (stereo not drawn)	-9	-1	-2	0	-8	90	80	-9	-4	18	90
CC(C)CC(NC(=O)c1ccc(C#CC(C)(C)O)s1)C(=O)O (stereo not drawn)	0	0	2	-14	-3	109	104	0	-4	26	105
Cc1ccnc(NC(=O)c2ccc(Cl)c(NC(=O)C(C)Oc3ccccc3)c2)c1 (stereo not drawn)	0	2	0	-15	-2	110	103	1	-2	25	105
Cc1ccc2nc(C)cc(OCC(=O)O)c2c1	-4	-5	-3	27	0	99	101	0	-1	12	100

Going on with the list:
SMILES	Bim-Bcl-2	Bcl-W Bim block	Bim-Mcl-1	Mcl1 Bid PPI	Bfl-1 Bim block	RGS7-Gao	RGS8-Gao reg	Bim-Bcl-XL	Bcl-B Bim block	GSH bead fluor	RGS4-Gao reg
O=C1N/C(=N\N=C\c2ccc3ncccc3c2)SC1Cc1ccc(SC(F)F)cc1 (stereo not drawn)	-13	0	-3	52*	-14	98	101	-6	-12	12	100
CN1CCc2c(sc3nc(SCC(=O)N4CCOCC4)nc(N)c23)C1	-1	1	-4	-16	6	106	98	0	-4	11	99
CCn1ncc(Br)c1C(=O)Nc1sc2c(c1C(N)=O)CCC2	-1	-2	-1	-14	1	95	98	0	-1	18	101
COc1cc(OC)c(-c2noc(C(=O)OC(C)(C)C)c2C(=O)OC(C)(C)C)c(OC)c1	-4	-4	-5	-8	-2	97	102	-10	-8	10	98
O=C(NCc1ccco1)C1CCCCN1S(=O)(=O)c1ccc(F)cc1 (stereo not drawn)	-2	-2	-1	-59	-1	98	101	-1	-4	15	99
CCCOc1ccc(C(=O)N2CCCC2)cc1OC	-10	1	-1	-29	-9	107	100	-4	-7	23	103
COC(=O)c1ccc(CSc2nc3c(c(=O)n2-c2ccc(Br)cc2)SCC3)o1	-3	-1	-2	-62	-7	107	103	-2	-2	5	108
CN(C)S(=O)(=O)c1cccc(NC(=O)COC(=O)c2cccn2C)c1	-2	-1	-2	-32	-5	?	98	0	-3	13	99
COc1cccc(C2NC(CCSC)(C(=O)O)C3C(=O)N(C(C)C)C(=O)C23)c1O (stereo not drawn)	-3	3	5	-32	-6	94	96	4	-1	25	95
CCn1c(N2CCN(CC(=O)c3ccc(OC)cc3)CC2)nc2ccccc21	-2	-4	-2	-22	-4	99	102	-6	-2	60	101
COC(=O)c1ccc(CN2CCN(CCc3ccccc3)C(CCO)C2)cc1 (stereo not drawn)	-3	-2	-2	-21	-8	103	103	-4	-2	19	101

As a short view, some entries already given.
SMILES	Bim-Bcl-2	Bcl-W Bim block	Bim-Mcl-1	Mcl1 Bid PPI	Bfl-1 Bim block	RGS7-Gao	RGS8-Gao reg	Bim-Bcl-XL	Bcl-B Bim block	GSH bead fluor	RGS4-Gao reg
COC(=O)c1ccc(CSc2nc3c(c(=O)n2-c2ccc(Br)cc2)SCC3)o1	-3	-1	-2	-62	-7	107	103	-2	-2	5	108
CN(C)S(=O)(=O)c1cccc(NC(=O)COC(=O)c2cccn2C)c1	-2	-1	-2	-32	-5	?	98	0	-3	13	99
COc1cccc(C2NC(CCSC)(C(=O)O)C3C(=O)N(C(C)C)C(=O)C23)c1O (stereo not drawn)	-3	3	5	-32	-6	94	96	4	-1	25	95
CCn1c(N2CCN(CC(=O)c3ccc(OC)cc3)CC2)nc2ccccc21	-2	-4	-2	-22	-4	99	102	-6	-2	60	101
COC(=O)c1ccc(CN2CCN(CCc3ccccc3)C(CCO)C2)cc1 (stereo not drawn)	-3	-2	-2	-21	-8	103	103	-4	-2	19	101
